High-throughput results deposited in PubChem by Sanford-Burnham Center for Chemical Genomics.
UPR CHOP act: apoptotic UPR (CHOP) activation; CHO-CHOP luciferase reporter, luminescence; percent of tunicamycin response over DMSO baseline; activation, % at 10 µM; actives 0.34% (n = 330,000);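 active = at 10 µM dose, activation of 40% or more, normalized to positive control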;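 also: 100% = tunicamycin at 10 µg/mL and 0% = DMSO alone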
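Assay system: CHO-CHOP cells, stable luciferase reporter of PERK-eIF2a-CHOP signalling / Buffer or medium: F12 plus 10% serum / Compound dosing: one dose, 10 µM in 0.5% DMSO / Times: 6 h compound treatment, 37 °C / Technique: luciferase luminescence / Read-out: % reporter activation, DMSO baseline versus tunicamycin full activation / Benchmarks: tunicamycin and DMSO controls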
tim23-1 inh: growth inhibitors of tim23-1 mutant yeast | actives 1.3% (n = 330,000) | inhibition, % at 20 µM | S. cerevisiae tim23-1 growth, BacTiter-Glo luminescence, 24 h | AID 463212;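 active = growth inhibition of the mutant yeast at or above 50%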;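 also: temperature-sensitive mutant grown at 25 °C; plate controls were DMSO-treated mutant yeast for no effect and medium wells lacking yeast for full effect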
UPR XBP1 act: adaptive UPR (XBP1) activation; CHO-XBP1 luciferase reporter, IRE1-XBP1 UPR activation, luminescence; percent of tunicamycin response, DMSO as zero; actives 0.33% (n = 330,000); activation, % at 20 µM;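 active = versus positive control, 20 µM dose yields 30% or more activation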;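 also: 100% = tunicamycin at 10 µg/mL and 0% = DMSO only wells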
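assay system = CHO-XBP1 luciferase reporter cells | amount = 1000 cells/well | buffer or medium = F12 plus 10% FBS | compound dosing = single point, 20 µM final compound, 1% DMSO | incubation = 16-18 h cell attachment at 37 °C, then 6 h compound exposure | detection = Steady-Glo luminescence read | controls = tunicamycin 10 µg/mL and vehicle-only wells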
Mdm2-MdmX inh: inhibitors of human Mdm2/MdmX interaction. O15151+Q00987. SaOS-2 split-luciferase Mdm2/MdmX complementation, luminescence. inhibition, % at 8 µM. actives 3% (n = 330,000);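 active = inhibition of at least 50% at 8 µM in the primary screen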
Target sequence (O15151 whole entry, looked up): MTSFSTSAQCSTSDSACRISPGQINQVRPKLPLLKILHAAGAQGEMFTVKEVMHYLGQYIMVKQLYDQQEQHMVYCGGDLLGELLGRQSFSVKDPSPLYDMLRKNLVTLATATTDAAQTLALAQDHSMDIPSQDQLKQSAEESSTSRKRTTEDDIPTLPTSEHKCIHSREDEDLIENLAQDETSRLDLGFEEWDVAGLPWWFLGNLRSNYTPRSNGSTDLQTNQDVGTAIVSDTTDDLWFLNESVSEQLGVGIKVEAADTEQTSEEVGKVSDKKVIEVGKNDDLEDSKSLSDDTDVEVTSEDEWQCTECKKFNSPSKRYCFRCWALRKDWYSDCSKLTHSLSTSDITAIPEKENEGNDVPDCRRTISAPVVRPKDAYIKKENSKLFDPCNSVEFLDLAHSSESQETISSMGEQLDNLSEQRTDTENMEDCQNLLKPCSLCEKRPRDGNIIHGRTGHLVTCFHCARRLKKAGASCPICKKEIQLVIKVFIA
Target sequence (Q00987 whole entry, looked up): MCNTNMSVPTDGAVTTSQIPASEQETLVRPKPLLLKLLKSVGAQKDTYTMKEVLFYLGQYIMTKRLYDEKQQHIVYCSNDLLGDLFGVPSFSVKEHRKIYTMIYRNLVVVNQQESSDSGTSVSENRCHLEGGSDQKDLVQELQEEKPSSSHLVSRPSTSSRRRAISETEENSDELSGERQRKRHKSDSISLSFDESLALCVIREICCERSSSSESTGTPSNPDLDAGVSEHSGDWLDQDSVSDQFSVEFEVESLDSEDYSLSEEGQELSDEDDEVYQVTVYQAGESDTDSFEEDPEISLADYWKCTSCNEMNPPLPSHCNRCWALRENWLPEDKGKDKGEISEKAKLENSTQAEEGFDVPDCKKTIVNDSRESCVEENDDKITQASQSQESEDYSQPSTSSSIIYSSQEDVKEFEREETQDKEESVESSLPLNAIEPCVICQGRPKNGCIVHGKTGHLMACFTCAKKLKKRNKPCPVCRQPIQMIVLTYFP
TIM10 inh: TIM10 yeast growth inhibition; S. cerevisiae TIM10 strain growth, BacTiter-Glo luminescence, 24 h; AID 463195; actives 1.4% (n = 330,000); inhibition, % at 10 µM;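 active = inhibition of 40% or more at the single tested concentration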;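 also: wild-type TIM10 isogenic control strain grown at permissive 25 °C; 0% = DMSO yeast wells and 100% = minimal medium wells without yeast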
tim10-1 inh: growth inhibitors of tim10-1 mutant yeast | S. cerevisiae tim10-1 ts strain growth, BacTiter-Glo, 24 h | inhibition, % at 20 µM | actives 2.2% (n = 330,000);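 active = inhibition of at least 40%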;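 also: mutant grown at 25 °C; 0% = DMSO wells with yeast and 100% = wells holding no yeast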
697 NFkB inh: lowers PMA/ionomycin-induced NF-kB signal in 697 B cells; inhibition, % at 4 µM; 697 B-cell NF-kB luciferase reporter, 16 h; actives 0.33% (n = 330,000); in the data active = inhibition above about 35%
Jurkat NFkB inh: lowers PMA/ionomycin-induced NF-kB signal in Jurkat cells | PMA/ionomycin-induced NF-kB luciferase reporter, luminescence | inhibition, % at 4 µM | actives 0.53% (n = 330,000) | AID 435003; in the data active = inhibition above about 50%
* = called active by the depositor.

1) N=C1C(=O)OCC1c1ccccc1NC(=O)c1ccc(F)cc1 (stereo unspecified)
2) COCC(C)N1CCC(n2nccc2NC(=O)c2ccc3c(c2)OCO3)CC1 (stereo unspecified)
3) Clc1ccsc1-c1ccc2ccccc2n1
4) CC1CCN(C(=O)C2CCN(S(=O)(=O)c3cccs3)CC2)CC1
5) Cc1ccc2[nH]cc(CCNC(=O)C3CCCCC3)c2c1
6) C=CCNc1nc(-c2ccc(O)c(C(N)=O)c2)cs1
7) Cc1cc(C)cc(CC2CC(=O)N(c3nc(C)cc(C)n3)C2=O)c1 (stereo unspecified)
8) CN(C)/C(=N\S(=O)(=O)c1ccc(F)cc1)c1ccccc1
screen / no.	1	2	3	4	5	6	7	8
UPR CHOP act	2.3	0.8	7.7	1.6	-1.8	2.1	-1.1	-2.2
tim23-1 inh	2	13	9	-2	26	13	12	-7
UPR XBP1 act	0	-3	1	-2	3	0	0	-3
Mdm2-MdmX inh	-5	29	-32	-4	-10	-12	5	6
TIM10 inh	-9	-2	-14	-10	11	8	2	-15
tim10-1 inh	10	6	19	9	10	9	20	12
697 NFkB inh	-9	14	-76	-4	3	12	-11	6
Jurkat NFkB inh	-10	-10	-69	-11	-5	11	-15	4

9) O=C(N/N=C/c1ccc(OC(=O)c2ccccc2Cl)cc1)c1ccccn1
10) CCN1CCN(CCOCCOc2ccccc2)CC1
11) O=C(Cc1noc2ccccc12)NNC(=S)Nc1ccc(Cl)cc1
12) CC(C)N1C(=S)N(Cc2ccco2)C(=O)C1CC(=O)Nc1ccccc1 (stereo unspecified)
13) CC(C)NC(=O)N1CCCN(c2nc3ccc(Cl)cc3s2)CC1
14) COC(=O)c1ccc(/C=C2/SC(=S)N(CCCC(=O)Nc3ccc(O)cc3)C2=O)cc1
15) Cc1ccc(C(C)C)c(OCC(O)CN2CCc3ccccc3C2)c1 (stereo unspecified)
16) Cc1ccc2[nH]c(C(=O)N/N=C/c3ccc([N+](=O)[O-])cc3)c(C)c2c1
screen / no.	9	10	11	12	13	14	15	16
UPR CHOP act	5.8	0.2	-0.5	-0.5	1.5	-4.6	2.2	-1.9
tim23-1 inh	7	7	2	11	0	13	16	-23
UPR XBP1 act	-5	0	1	-1	-1	-8	-5	2
Mdm2-MdmX inh	-40	0	9	26	-3	100*	20	38
TIM10 inh	5	9	27	5	-12	4	8	-30
tim10-1 inh	0	10	35	29	5	15	3	-31
697 NFkB inh	-83	-6	3	-5	-58	12	-14	-12
Jurkat NFkB inh	-35	-18	-3	-5	4	12	0	34

17) Cc1cc(C)n2nc(C(=O)OCC(=O)c3cc(C)n(CC4CCCO4)c3C)nc2n1 (stereo unspecified)
18) O=C(Nc1ccc(O)cc1)C1CCCO1 (stereo unspecified)
19) CNc1nc(NC)nc(-n2c(C(F)(F)F)nc3ccccc32)n1
20) CCOC(=O)N1CCC(NC(=O)C2CCN(S(=O)(=O)N3CCCC3)CC2)CC1
21) Cc1ccc(Cl)cc1N1CCN(S(=O)(=O)c2ccc3c(c2)OCCO3)CC1
22) N#C/C(=C(/O)COC(=O)CCCNC(=O)c1ccc(Cl)cc1)c1nc2ccccc2[nH]1
23) COc1ccc(C(=O)COC(=O)CCc2ccccc2)cc1
24) Cc1ccc(C)c(NC(=O)COC(=O)c2nc(Cl)ccc2Cl)c1
screen / no.	17	18	19	20	21	22	23	24
UPR CHOP act	-0.1	-0.7	-2.4	-1.7	-0.6	3.6	-0.6	2.6
tim23-1 inh	-10	-1	9	-5	-8	4	17	18
UPR XBP1 act	-3	0	1	0	-1	-2	16	0
Mdm2-MdmX inh	1	-21	15	7	28	45	-17	-11
TIM10 inh	-14	1	8	-15	35	-8	8	1
tim10-1 inh	-13	15	23	-6	37	7	24	12
697 NFkB inh	17	10	8	16	12	1	0	24
Jurkat NFkB inh	6	-6	3	-7	14	-3	-8	-6

In another format: six of the compounds above
item | canonical_smiles | UPR CHOP act | tim23-1 inh | UPR XBP1 act | Mdm2-MdmX inh | TIM10 inh | tim10-1 inh | 697 NFkB inh | Jurkat NFkB inh
22 | N#C/C(=C(/O)COC(=O)CCCNC(=O)c1ccc(Cl)cc1)c1nc2ccccc2[nH]1 | 3.6 | 4 | -2 | 45 | -8 | 7 | 1 | -3
20 | CCOC(=O)N1CCC(NC(=O)C2CCN(S(=O)(=O)N3CCCC3)CC2)CC1 | -1.7 | -5 | 0 | 7 | -15 | -6 | 16 | -7
19 | CNc1nc(NC)nc(-n2c(C(F)(F)F)nc3ccccc32)n1 | -2.4 | 9 | 1 | 15 | 8 | 23 | 8 | 3
24 | Cc1ccc(C)c(NC(=O)COC(=O)c2nc(Cl)ccc2Cl)c1 | 2.6 | 18 | 0 | -11 | 1 | 12 | 24 | -6
18 | O=C(Nc1ccc(O)cc1)C1CCCO1 (stereo unspecified) | -0.7 | -1 | 0 | -21 | 1 | 15 | 10 | -6
23 | COc1ccc(C(=O)COC(=O)CCc2ccccc2)cc1 | -0.6 | 17 | 16 | -17 | 8 | 24 | 0 | -8

More structures:
25) COc1ccc(NC(=O)Nc2ccccc2)cc1S(=O)(=O)N1CCCCC1
26) Cc1ccc(S(=O)(=O)NCC(=O)OCc2ccccc2)cc1
27) CN(C)S(=O)(=O)N1CCC(CCCC2CCN(S(=O)(=O)N(C)C)CC2)CC1
28) O=[N+]([O-])c1nn(-c2ccc3c(c2)OCCO3)n(O)c1=Nc1ccc(Cl)cc1
29) COc1cc(/C=C/c2cccc[n+]2C)ccc1OCC(=O)Nc1cccc(Cl)c1
30) COc1ccc2c(C)c(Cl)c(=O)oc2c1
31) CCN(CC)CCN(C(=O)C1=COCCO1)c1nc2ccc(C)cc2s1
32) Cc1cccc(Nc2ccccc2C(=O)OCC(=O)NCc2ccco2)c1C
screen / no.	25	26	27	28	29	30	31	32
UPR CHOP act	-1.6	-0.8	-0.1	-4.9	-0.5	1.5	0.4	-2.7
tim23-1 inh	7	20	19	44	-12	12	21	36
UPR XBP1 act	4	-1	-5	-8	2	-3	-5	0
Mdm2-MdmX inh	14	0	0	86*	-3	-29	18	19
TIM10 inh	14	-3	11	20	-15	3	10	19
tim10-1 inh	20	32	5	24	-7	9	17	33
697 NFkB inh	-16	0	-6	10	-18	27	9	12
Jurkat NFkB inh	-5	-3	-9	39	4	-6	-3	0

33) Cc1ccccc1OCC(=O)N(Cc1ccco1)c1c(N)n(Cc2ccccc2)c(=O)[nH]c1=O
34) O=C(COC(=O)c1ccc(F)cc1F)Nc1cc(S(=O)(=O)N2CCOCC2)ccc1Cl
35) Cc1ccc(C)c(-n2c(CNC(=O)c3ccco3)nnc2SCC(=O)Nc2nccs2)c1
36) CCc1ccc(NC(=S)N(CCCN2CCOCC2)Cc2ccco2)cc1
37) CCOc1ccc(N2CC(C(=O)NC3=NCCS3)CC2=O)cc1 (stereo unspecified)
38) Cc1ccc(NC(=O)CCC(=O)Nc2nnc(C3CCCCC3)s2)cc1
39) CN1CCN(C(=O)c2ccc3c(=O)n(CCc4ccccc4)c(=S)[nH]c3c2)CC1
40) O=C(N/N=C/c1ccco1)c1cnccn1
screen / no.	33	34	35	36	37	38	39	40
UPR CHOP act	-0.8	4.9	-1.7	-0.3	-0.8	-0.7	-0.5	1.7
tim23-1 inh	2	30	17	18	0	-10	-4	-1
UPR XBP1 act	-3	0	-2	0	-2	-2	1	-1
Mdm2-MdmX inh	5	13	-12	-8	23	-9	31	16
TIM10 inh	6	-2	5	5	-6	-8	-2	0
tim10-1 inh	1	18	9	14	3	-4	7	-1
697 NFkB inh	15	7	11	15	19	-25	-52	20
Jurkat NFkB inh	1	8	-13	-10	-9	-14	0	4

41) COc1cc(C=O)ccc1OCCSc1ccc(Cl)cc1
42) CCOc1cc([N+](=O)[O-])c2nc(N)sc2c1
43) S=c1[nH]nc(-c2ccc(Br)cc2)n1Cc1ccccc1
44) O=S(=O)(NC1CCN(Cc2ccccc2)CC1)c1ccc(Cl)cc1
45) COc1cc(-c2cc(C(=O)Nc3ccc(S(=O)(=O)Nc4ncccn4)cc3)c3ccccc3n2)cc(OC)c1OC
46) Cc1oc(-c2cccc(F)c2)nc1CN1CCCCC1CCc1ccccn1 (stereo unspecified)
47) COc1cc(/C=N/NC(=O)c2ccc3c(c2)OCO3)ccc1O
48) Cc1oc2c(C)c3oc(=O)c(CCC(=O)N4CCC(C(=O)NCCC(=O)O)(c5ccccc5)CC4)c(C)c3cc2c1C
screen / no.	41	42	43	44	45	46	47	48
UPR CHOP act	0.4	-0.1	-0.6	-2.0	2.1	-1.3	3.8	5.7
tim23-1 inh	34	15	19	-1	11	8	3	18
UPR XBP1 act	2	4	2	0	0	-3	-7	-2
Mdm2-MdmX inh	-50	22	-4	-1	13	30	6	13
TIM10 inh	-9	12	46*	-13	1	8	7	19
tim10-1 inh	4	-4	42*	-20	3	8	10	33
697 NFkB inh	16	9	-5	-20	18	-10	-5	1
Jurkat NFkB inh	-41	-6	-12	-8	5	-2	-10	15

49) CCC(C)(C)NC(=O)C(c1ccccc1F)N(Cc1ccco1)C(=O)c1csnn1 (stereo unspecified)
50) CC(C)Cc1nnc(NC(=O)CCC(=O)N2CCN(C3CCCC3)CC2)s1
51) Cc1nc2c3ccccc3n(CC(=O)c3ccc(F)cc3)c(=O)n2n1
52) CN1CCN(C(=O)C2CCN(S(=O)(=O)c3ccccc3[N+](=O)[O-])CC2)CC1
53) CC(NC(=O)/C=C/c1ccccc1[N+](=O)[O-])C1CC2CCC1C2 (stereo unspecified)
54) C=CCOC(=O)C1=C(C)NC(=S)NC1/C=C/c1ccccc1 (stereo unspecified)
55) Nc1cccc(S(=O)(=O)Nc2ccc(SC(F)F)cc2)c1
56) CS(=O)(=O)N1CC2CCCN2c2ccc(C(F)(F)F)cc21 (stereo unspecified)
screen / no.	49	50	51	52	53	54	55	56
UPR CHOP act	0.5	1.6	0.5	2.3	3.2	-0.6	0.3	-0.7
tim23-1 inh	24	-3	9	-7	32	7	11	11
UPR XBP1 act	-1	-1	0	2	1	0	0	-3
Mdm2-MdmX inh	20	9	-36	-4	16	24	-21	21
TIM10 inh	10	-1	-8	3	15	43*	16	3
tim10-1 inh	26	5	12	-7	13	29	12	16
697 NFkB inh	10	6	-11	6	1	-7	-19	7
Jurkat NFkB inh	12	5	11	9	6	-5	6	13

57) O=C(c1cnccn1)N(Cc1ccco1)C1(C(=O)NC2CCCCC2)CCCCC1
58) O=C(Nc1nnc(-c2ccccc2)s1)c1ccccc1F
59) CC(C)C1Cc2nc(Cl)c(C#N)cc2CO1 (stereo unspecified)
60) CN(CCNC(=O)CCCOc1cc(=O)n(C)c2ccccc12)Cc1ccccc1
61) CC(C)(C)NC(=O)NC(=O)CN1CCCCC1
62) Cc1[nH]c2ccc(C(=O)N3CCN(c4ccccc4Cl)CC3)cc2c1C
63) N#CNC(=Nc1cccc(F)c1)SCc1ccccc1F
64) CCOC(=O)c1ccc(NC(=O)CCn2c(=O)oc3ccccc32)cc1
65) Cc1cc(C)cc(OCC(=O)Nc2ccc(N3CCOCC3)cc2N2CCOCC2)c1
66) Cc1ccc2c(c1)COc1c3ccc(C(=O)N[C@@H](C)CO)cc3nn1-2
screen / no.	57	58	59	60	61	62	63	64	65	66
UPR CHOP act	-1.0	8.0	0.6	0.4	-0.6	-0.9	-2.9	1.0	1.9	1.0
tim23-1 inh	3	-8	11	38	-1	51*	10	26	19	23
UPR XBP1 act	-3	1	-1	4	3	-4	-3	-6	-2	2
Mdm2-MdmX inh	2	-67	7	24	21	28	19	9	8	-85
TIM10 inh	15	7	13	5	16	40*	-10	6	-2	12
tim10-1 inh	14	-3	-3	13	12	57*	28	17	16	15
697 NFkB inh	7	-79	12	17	12	-12	16	5	2	-290
Jurkat NFkB inh	4	-62	4	14	6	8	-12	-1	3	-120
